# Assay outcomes as filed in PubChem.
# PABP1 MLLE inh – inhibitors of PABP1 MLLE–PAM2 peptide binding, primary screen, biochemical, fluorescence polarization, FITC-PAM2, GST-MLLE | 360,000 compounds, 0.36% hits | AID 588489, 2011 | inhibition, % at 20 µM | Polyadenylate-binding protein 1 (Homo sapiens), P11940; in the data active means inhibition above about 35%, passing the limit was not always enough;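 further: plate controls were DMSO wells with GST-MLLE for no effect and wells lacking GST-MLLE protein for full effect; some results filed as inactive read as strong as hits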
# Target sequence (P11940 whole entry, looked up): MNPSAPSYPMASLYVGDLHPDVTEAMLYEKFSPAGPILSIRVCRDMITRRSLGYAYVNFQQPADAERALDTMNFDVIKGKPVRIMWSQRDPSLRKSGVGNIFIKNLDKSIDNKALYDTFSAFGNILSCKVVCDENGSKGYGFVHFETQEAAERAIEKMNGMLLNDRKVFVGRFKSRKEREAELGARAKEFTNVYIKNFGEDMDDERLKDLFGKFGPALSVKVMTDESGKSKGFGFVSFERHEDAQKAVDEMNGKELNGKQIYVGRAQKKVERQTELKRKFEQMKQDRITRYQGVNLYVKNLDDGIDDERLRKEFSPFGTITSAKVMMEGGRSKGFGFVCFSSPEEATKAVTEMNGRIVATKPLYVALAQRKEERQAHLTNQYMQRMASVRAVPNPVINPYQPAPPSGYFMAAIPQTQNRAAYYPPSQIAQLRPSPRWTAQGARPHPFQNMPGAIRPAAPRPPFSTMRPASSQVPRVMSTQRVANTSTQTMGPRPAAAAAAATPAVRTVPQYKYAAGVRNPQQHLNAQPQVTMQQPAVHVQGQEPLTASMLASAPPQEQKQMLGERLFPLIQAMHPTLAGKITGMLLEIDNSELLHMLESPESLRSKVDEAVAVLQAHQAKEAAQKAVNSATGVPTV
# MT1-MMP act inh – blockers of MT1-MMP proenzyme processing, primary screen, HT1080 RFP-PRO-GFP cells, GFP/RFP fluorescence | Matrix metalloproteinase-14 (Homo sapiens), P50281 | GFP/RFP ratio fluorescence, overnight; percent of plate control window, DMSO zero | GFP/RFP ratio change, % at 20 µM | 360,000 compounds, 0.061% hits | AID 651647, 2012;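 active means GFP/RFP ratio change of at least 30% with cell ATP level not reduced by more than half and red fluorescence within 50% of control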; further: strong numbers were not always called active
#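 Test system: HT1080 cells expressing an RFP-PRO-GFP fluorescent reporter construct / Compound dosing: single-point 20 µM compound, 1% DMSO / Schedule: cells overnight before dosing, compound overnight, 37 °C, 5% CO2 / Evaluation: GFP/RFP fluorescence ratio / Control set: DMSO and RFP-L50D-GFP cell wells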
# MsrA act – bovine MsrA enzyme activators, primary screen, biochemical, absorbance, HTS; purified bovine MsrA, absorbance read-out; activation, % at 10.6 µM; 360,000 compounds, 0.3% hits; AID 602163, 2012; in the data active means activation above about 7.5%;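 further: 0% = vehicle and 100% = reference activator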
# Rin1 Abl inh – inhibitors of Rin1-Abl protein binding, primary screen, biochemical, TR-FRET | Tyrosine-protein kinase ABL1 (Homo sapiens) + Ras and Rab interactor 1 (Homo sapiens), … | inhibition, % at 7.35 µM | 360,000 compounds, 0.4% hits | AID 588664, 2011; in the data active means inhibition above about 5%, passing the limit was not always enough
# E coli Lon inh – inhibitors of E. coli Lon protease, primary screen, biochemical, fluorescence polarization | inhibition, % at 7.94 µM | purified E. coli Lon protease | 360,000 compounds, 0.42% hits; in the data active means inhibition above about 13%, passing the limit was not always enough;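 further: 0% = enzyme with probe and DMSO and 100% = no enzyme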
# CSN deneddyl inh – inhibitors of CSN-mediated cullin deneddylation, primary screen, biochemical, fluorescence polarization, uHTS; COP9 signalosome complex subunit 5 (Homo sapiens), Q92905; Purified CSN, SCF-Nedd8-OG deneddylation; inhibition, % at 12.5 µM; 360,000 compounds, 0.38% hits; AID 651999, 2013;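 active means pattern-corrected inhibition above about 35%, with an unprinted fluorescence ratio check between 0.5 and 1.5, limit read from the data, passing the limit was not always enough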;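 further: 0% = enzyme with substrate and 100% = substrate without enzyme; some results filed as inactive read as strong as hits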
# Target sequence (Q92905 whole entry, looked up, one chain of several): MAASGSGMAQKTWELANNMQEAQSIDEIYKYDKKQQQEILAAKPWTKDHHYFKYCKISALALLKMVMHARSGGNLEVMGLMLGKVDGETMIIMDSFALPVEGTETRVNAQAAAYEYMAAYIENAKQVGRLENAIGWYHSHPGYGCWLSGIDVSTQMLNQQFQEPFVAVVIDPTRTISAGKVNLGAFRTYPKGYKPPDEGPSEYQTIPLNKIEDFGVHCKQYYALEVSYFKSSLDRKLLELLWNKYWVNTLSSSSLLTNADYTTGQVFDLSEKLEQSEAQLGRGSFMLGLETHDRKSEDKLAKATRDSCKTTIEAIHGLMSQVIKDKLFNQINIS
#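 Detection – fluorescence polarization · System – HEK293T-derived human Csn5 enzyme · Controls – substrate-only high control, full reaction low control · Timing – 90 min, room temperature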
# Rpn11 inh – Rpn11 (PSMD14) deubiquitinase inhibitors, primary screen, biochemical, fluorescence polarization, uHTS. human 26S proteasome, Ub4-pepOG fluorescence polarization; 20S core pre-blocked with epoxomicin. calls only at 20 µM. 360,000 compounds, 0.59% hits. AID 588493, 2011;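 active means inhibition at 20 µM, scaled to each plate's controls, above about 33%, limit read from the data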
# MsrA inh – bovine MsrA enzyme inhibitors, primary screen, biochemical, absorbance, HTS; 360,000 compounds, 0.75% hits; purified bovine MsrA, absorbance read-out; Methionine sulfoxide reductase A (Bos taurus); inhibition, % at 15.5 µM; in the data active means inhibition above about 4.5%;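 further: 0% = vehicle wells with enzyme and 100% = reference inhibitor wells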
# FAS TE block – FAS thioesterase domain inhibitors, primary screen, biochemical, fluorescence intensity, uHTS. inhibition, % at 15 µM. Fatty acid synthase (Homo sapiens), P49327. 360,000 compounds, 0.67% hits. recombinant FAS-TE, OMFH fluorogenic substrate, fluorescence endpoint;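 active means compounds whose normalised, plate-corrected inhibition of enzyme fluorescence in the single-dose primary screen is 50% or more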;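 further: 0% = DMSO with enzyme and 100% = substrate without enzyme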
# Active calls of the source: *; i = inactive; x = no result given.
compound,PABP1 MLLE inh,MT1-MMP act inh,MsrA act,Rin1 Abl inh,E coli Lon inh,CSN deneddyl inh,Rpn11 inh,MsrA inh,FAS TE block
CS(=O)(=O)N(CC(=O)O)c1ccc2c(c1)OCO2,2,0,-5,3,-11,0,i,-0.5,-5
CCOc1ccc(-n2c(SCC(N)=O)nc3sc4c(c3c2=O)CCN(C)C4)cc1,4,-4,-6,0,-11,4,i,1.6,-5
Oc1ccccc1C=NNC(=S)NN=Cc1ccccc1O,17,3,-1,4,-34,5,i,2.3,49
COc1ccc(C(C)=NNc2ccc([N+](=O)[O-])cc2S(=O)(=O)Nc2ccccc2C(=O)O)c(OC)c1,-41,2,-4,1,-9,6,i,1.5,71*
O=C(COc1ccccc1C(=O)NCc1ccccn1)Nc1ccc(Br)cc1,-18,2,-3,-1,9,5,i,0.8,2
CC1(C)CC(=O)C(=C2SCCCS2)C(=O)C1,-3,0,-3,-2,-5,-5,i,1.6,-10
CCOC(=O)c1c(NC(C)=O)sc2c1C1CCN2CC1,-5,8,-12,1,-6,0,i,-0.7,-11
CCn1c(CNc2ccccc2Cl)nnc1SCC(=O)NCc1ccccc1,4,9,-3,1,-11,-5,i,0.2,-6
O=C1CCN(Cc2nc(-c3ccc(Cl)cc3)no2)CCN1,7,0,-12,1,-9,-3,i,-0.1,-4
CCOC(=O)[C@H]1[C@H]2COc3ccccc3[C@@H]2N2C(=O)c3cc(OC)ccc3NC(=O)[C@@]12C,7,-2,-6,0,-4,-3,i,-0.3,-6
O=C1[C@H]2[C@@H](c3ccc(F)cc3)N3C(=O)N(c4cccc(F)c4)C(=O)[C@@]3(Cc3ccccc3)[C@H]2C(=O)N1C1CCCCC1,10,-2,-1,-3,-4,-2,i,0.2,46
c1ccc2c(C(c3nnnn3-c3ccc4c(c3)OCCO4)N3CCCC3)ccnc2c1 (configuration not stated),x,2,-3,x,-2,-8,x,-0.6,-13

# Brought forward from above: two entries; new compounds follow.
compound,PABP1 MLLE inh,MT1-MMP act inh,MsrA act,Rin1 Abl inh,E coli Lon inh,CSN deneddyl inh,Rpn11 inh,MsrA inh,FAS TE block
O=C1[C@H]2[C@@H](c3ccc(F)cc3)N3C(=O)N(c4cccc(F)c4)C(=O)[C@@]3(Cc3ccccc3)[C@H]2C(=O)N1C1CCCCC1,10,-2,-1,-3,-4,-2,i,0.2,46
c1ccc2c(C(c3nnnn3-c3ccc4c(c3)OCCO4)N3CCCC3)ccnc2c1 (configuration not stated),x,2,-3,x,-2,-8,x,-0.6,-13
O=S(=O)(c1ccc(NC(=S)NCc2ccco2)cc1)N1CCCC1,-7,2,-8,1,-9,-10,i,1.7,-8
O=C(O)c1ccccc1-c1ccccc1C(=O)Nc1nccs1,-3,-1,-2,-1,0,-5,i,1.1,-6
COc1cc2nc(N(CCCN(C)C)C(=O)c3ccc(S(=O)(=O)N4CCc5ccccc5C4)cc3)sc2cc1OC,-4,-2,-2,2,6,2,i,0.3,-1
Cc1cc(NC(=O)C2(c3ccccc3)CCCC2)no1,-10,-5,0,1,1,-1,i,-1.7,0
Cc1nc(SCCC(C)C)c([N+](=O)[O-])[nH]1,9,4,0,1,4,-1,i,1.6,-8
CC1CCN(CCCNC(=O)CN2C(=O)CSc3ccc(S(=O)(=O)N4CCC(C)CC4)cc32)CC1,-10,1,-1,1,-3,1,i,-0.6,1
CN(CCc1ccccn1)Cc1ccc(Cl)cc1Cl,-8,1,0,5,-4,0,i,-1.3,-8
CC1CCN(C(=O)c2[nH]cnc2C(=O)N[C@@H](Cc2ccccc2)C(=O)OC(C)(C)C)CC1,-1,-7,-7,1,-8,1,i,2.6,-2
CCCN1Cc2cc(OC)ccc2-c2ccccc2S1(=O)=O,-9,2,-11,-1,-5,-5,i,2.2,5
CC(C)CCN(CCC(C)C)C/C(O)=C(\C#N)c1nc(-c2ccccc2)cs1,12,-5,-4,1,-3,5,i,1.3,13
O=C(N/N=C1\C/C(=N\NC(=O)c2ccncc2)c2ccccc21)c1ccncc1,18,-33,1,2,6,-6,i,2.0,10
O=C(NC(NC(=S)Nc1ccccc1)C(Cl)(Cl)Cl)c1cccc(Cl)c1 (configuration not stated),27,-5,-8,-6,2,5,i,1.2,25
Cc1nn(CCO)c(N)c1C1(O)C(=O)Nc2c(Cl)cc(Cl)cc21 (configuration not stated),-4,-1,1,-2,3,-4,i,-0.5,-5
COc1ccc(/C=N/n2c(C)nc3sc(C)c(C)c3c2=O)cc1,-15,4,-4,0,6,2,i,1.1,1
CCc1ccc(Nc2ncc3c(n2)CC(C)(C)CC3=O)cc1,6,-1,-1,-4,-1,2,i,-0.5,12
Cc1ccn2c(=O)nc(SCc3cccc(C(F)(F)F)c3)nc2c1,-14,1,-4,-1,-8,2,i,0.9,29
Cc1c(C(=O)Nc2nc3ccccc3[nH]2)oc2ccc(Br)cc12,0,7,-3,-4,5,-1,i,0.7,2
Cc1ccc(-c2cc(C(=O)OCC(=O)Nc3ncc(C(F)(F)F)cc3Cl)c3ccccc3n2)cc1,8,-1,-2,1,14,-2,i,0.5,2
CCCCNCC1CCCO1 (configuration not stated),11,-1,0,1,-7,-4,i,-0.9,-2
N/C(Cc1nc(-c2ccc(Cl)cc2)cs1)=N/O,1,3,-3,2,3,0,i,-0.7,-11
O=C1C(=C(c2ccccc2)c2ccccc2)Nc2ccccc21,-42,11,0,-8,0,1,i,1.2,15
CCn1c(SCC(=O)N2c3ccccc3CCc3ccccc32)nc2c1c(=O)n(C)c(=O)n2C,0,-8,-3,0,-7,3,i,0.8,1
CC(=O)Nc1ccccc1NC(=O)CC(C)(C)C,9,-2,-9,0,-10,4,i,0.6,-10
CN(C(=O)COc1coc(CN2CCN(c3ccccc3)CC2)cc1=O)c1ccccc1,-7,0,-1,1,-5,0,i,-1.2,-3
COc1ccc(C)cc1N(C(=O)CNC(=O)c1ccco1)C(C(=O)NCC1CCCO1)c1ccccc1 (configuration not stated),5,-6,-3,1,8,0,i,-0.4,-6
Cc1ccc(C)c(Cn2nnc3c(=O)[nH]c(C4CCCN(C(=O)c5ccco5)C4)nc32)c1 (configuration not stated),7,-1,0,1,-2,2,i,0.0,0
Cc1nnc(NC(=O)CN2C(=O)c3ccccc3S2(=O)=O)s1,-1,14,-3,-3,-7,1,i,-0.9,-9
CC(C)C(C)(C#N)NC(=O)CSc1nnc(-c2ccccc2)o1 (configuration not stated),-2,3,1,-1,-13,-1,i,-0.1,2
COCCNS(=O)(=O)c1ccc2c3c(cccc13)C(=O)N2C,-7,4,4,0,5,-1,i,2.6,-4
NC(=O)C1(NC(=O)[C@@H]2CC3(CC(c4cccc(NC(=O)[C@@H]5CCC(=O)N5)c4)=NO3)CN2C(=O)c2ccccc2)CC1 (some centres not stated),3,8,0,-2,11,2,i,-1.2,-11
CC(Cc1nnc(N)s1)c1ccccc1 (configuration not stated),13,-2,-3,-4,12,-3,i,-0.3,-6
O=c1c2ccccc2c(-c2ccccc2)nn1-c1cc(Cl)ccc1[N+](=O)[O-],4,-4,-3,2,-5,2,i,1.5,20
O=C(NC1CCCc2ccccc21)C12CC3CC(CC(O)(C3)C1)C2 (configuration not stated),22,4,-7,-2,-14,-8,i,0.8,-6
CCN(CC(=O)Nc1ccc(NC(C)=O)cc1)C(=O)COc1ccccc1Cc1ccccc1,-17,0,-14,5,-7,2,i,0.3,2
COc1ccc(N2C(=O)CC(N(CCc3ccc(S(N)(=O)=O)cc3)C(=S)Nc3ccccc3)C2=O)cc1 (configuration not stated),32,5,-1,-3,3,-2,i,0.8,8
Cc1noc2ncnc(N3CCCCC3)c12,4,2,-4,2,-8,-1,i,-0.4,-4
CCOc1cc(/C=C(/C#N)c2ccc(Cl)cc2)cc(Cl)c1OCC(=O)O,-18,2,-4,6,1,-2,i,2.5,53*
CSc1nncc(-c2ccc(F)c(F)c2)n1,-20,-1,-3,4,-5,-7,i,0.2,-3
CC1(C(=O)NS(=O)(=O)c2ccc(F)cc2F)CCN1C(=O)c1ccccc1 (configuration not stated),-1,-2,-1,-1,-6,0,i,0.3,-6
CC(C)(C)OC(=O)N[C@@H](Cc1ccccc1)C(=O)NCC1CCC(C(=O)O)CC1 (some centres not stated),-10,1,-1,-1,-1,0,i,2.3,-5
COc1ccccc1CC(=O)Nc1ccc(-c2nnc(-c3ccco3)o2)cc1,-3,7,0,-3,-6,-6,i,0.9,4
COc1ccc(OCC(O)Cn2c(N3CCCCC3)nc3c2c(=O)n(C)c(=O)n3C)cc1 (configuration not stated),-1,4,-5,0,-3,0,i,-0.3,-3
O=C(NCCC1=CCCCC1)C(=O)NCc1ccccc1Cl,-20,0,-11,-4,-3,1,i,-0.1,-5
Cc1ccc(F)c(S(=O)(=O)NC(=O)C2(C)CCN2C(=O)C/C=C/c2ccccc2)c1 (configuration not stated),-2,2,-2,-4,1,-1,i,-1.5,-8
C=CCOc1ccc(C2/C(=C(\O)c3c(C)[nH]c(C(=O)OC)c3C)C(=O)C(=O)N2CCN(C)C)cc1 (configuration not stated),3,-2,-2,-2,-3,4,i,1.8,-6
COc1ccc(OC)c(NC(=O)CN2CCC(NC(=O)c3ccccc3C)CC2)c1,0,-3,-1,0,1,-1,i,-0.8,-5
S=c1[nH]nc(-c2cccc(Cl)c2)n1/N=C/c1ccc(-c2ccccc2Br)o1,-100,9,-3,-14,6,5,i,0.8,7
Cc1cc(Oc2ccc(=O)n(C)n2)nc(SCc2ccccc2)n1,31,2,-3,1,0,1,i,-1.4,-6
CC(=Nc1cccc(O)c1)c1sc2ccccc2c1O,17,-71,-4,-4,-26,1,i,0.0,-7
COC(=O)C12OCC34C(CC5C(C)=C(O)C(=O)CC5(C)C3C(O)C1O)OC(=O)C(OC(=O)C=C(C)C)C24 (configuration not stated),4,-36,-1,1,-4,-3,i,1.1,-11
CCN(C(=O)CC(C)C)c1nnc(Cn2nnc3ccccc32)s1,-7,-29,-4,3,-7,2,i,0.5,-1
CN(C)CCCSc1nc2ccccc2s1,10,-6,-2,2,-14,0,i,-1.2,-7
Cn1cc(CN2CCC(O)CC2)c(-c2ccc(Oc3ccccc3)cc2)n1,6,4,-6,4,-12,1,i,1.3,-7
O=C(NC(=S)Nc1ccc(N2CCOCC2)c(Cl)c1)C(c1ccccc1)c1ccccc1,27,-23,-6,2,-10,2,i,1.2,30
CCC1(C)NC(=O)N(CC(=O)Nc2sc3c(c2C(=O)OC)CCCCC3)C1=O (configuration not stated),19,5,-10,3,-13,2,i,2.3,10
CCOC(=O)C1=C(COC(=O)CCNS(=O)(=O)c2ccc(C)c(C)c2)NC(=O)NC1C (configuration not stated),13,-2,-6,5,5,2,i,-0.2,-5

# Not a hit list; 3.7% or so of the library scored in one or more.
